WRN helicase inh: inhibitors of human WRN helicase | WRN helicase unwinding, fluorescent forked duplex, kinetic | Potency, µM (series often up to 114 µM), for inactives: top-dose activity change, negative = inhibition, usual class: inhibitors | actives 0.46% (n = 360,000) | AID 651768; also: potency is read from the fitted curve at half-maximal effect; % is scaled to controls: 0 for no effect and ±100 for the full control effect; nearly all actives have a fitted effect of over 55% in size
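Fluorescence dequenching readout, ex 525 nm/em 598 nm, kinetic mode: forked duplex DNA (100 nM final) with adjacent fluorophore and quencher unwound by WRN (20 nM final) with 2 mM ATP. Compound preincubation 15 min, room temperature.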
EPAC1 antag: antagonists of human EPAC1. actives 0.14% (n = 360,000). Potency, µM (titrated, usually from 115 µM), inactives show at the top dose activity change, negative = inhibition, actives largely listed as inhibitors. O95398. EPAC1 GEF assay, Rap1b-BODIPY-GDP exchange fluorescence;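 also: potency is read from the fitted curve at half-maximal effect; plate controls were vehicle for no effect and positive control for full effect; nearly all actives have a fitted effect of over 50% in size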
CCT modulator: changes cytosolic chaperonin activity; purified chaperonin ATPase assay, HTRF ADP detection, 30 min; activity change, % (no concentration beside the values), hits read low; actives 0.3% (n = 360,000); in the data active = activity change below about -30%; also: % is scaled to controls: 0 for no effect and ±100 for the full control effect
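First, chaperonin was dispensed at 40 nM or 20 nM final depending on batch activity. Next, compounds were pinned at 76 uM and ATP added at 10 uM. After 30 min at 37 °C, ADP detection reagents ran 30 min at ambient temperature.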
EPAC1 agonist: activates human EPAC1 exchange factor | actives 0.073% (n = 360,000) | O95398 | Potency, µM (series often up to 154 µM), without a hit: top-dose activation, usual class: activators | EPAC1 agonist qHTS, biochemical assay; response scale: 100% = response to 6.5 mM cAMP; also: potency is read from the fitted curve at half-maximal effect; nearly all actives have a fitted effect of over 60% in size
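Fluorescent GDP-exchange assay: 100 nM EPAC1 with 250 nM Rap1B preloaded with BODIPY-GDP and 50 uM GDP; compounds tested as concentration series, 5 min at room temperature, then read every 5 min for 30 min (ex 480/em 540 nm); normalized to 6.5 mM cAMP.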
EPAC2 agonist: agonists of human EPAC2 (RAPGEF4) | Q8WZA2 | EPAC2 activation, biochemical qHTS; response scale: 100% = 6.5 mM cAMP response | Potency, µM (highest dose often 154 µM), for the others: top-dose activation, hits mostly activators | actives 0.079% (n = 360,000) | AID 720711; also: potency is read from the fitted curve at half-maximal effect; nearly all actives have a fitted effect of over 50% in size
Target sequence (Q8WZA2 whole entry, looked up): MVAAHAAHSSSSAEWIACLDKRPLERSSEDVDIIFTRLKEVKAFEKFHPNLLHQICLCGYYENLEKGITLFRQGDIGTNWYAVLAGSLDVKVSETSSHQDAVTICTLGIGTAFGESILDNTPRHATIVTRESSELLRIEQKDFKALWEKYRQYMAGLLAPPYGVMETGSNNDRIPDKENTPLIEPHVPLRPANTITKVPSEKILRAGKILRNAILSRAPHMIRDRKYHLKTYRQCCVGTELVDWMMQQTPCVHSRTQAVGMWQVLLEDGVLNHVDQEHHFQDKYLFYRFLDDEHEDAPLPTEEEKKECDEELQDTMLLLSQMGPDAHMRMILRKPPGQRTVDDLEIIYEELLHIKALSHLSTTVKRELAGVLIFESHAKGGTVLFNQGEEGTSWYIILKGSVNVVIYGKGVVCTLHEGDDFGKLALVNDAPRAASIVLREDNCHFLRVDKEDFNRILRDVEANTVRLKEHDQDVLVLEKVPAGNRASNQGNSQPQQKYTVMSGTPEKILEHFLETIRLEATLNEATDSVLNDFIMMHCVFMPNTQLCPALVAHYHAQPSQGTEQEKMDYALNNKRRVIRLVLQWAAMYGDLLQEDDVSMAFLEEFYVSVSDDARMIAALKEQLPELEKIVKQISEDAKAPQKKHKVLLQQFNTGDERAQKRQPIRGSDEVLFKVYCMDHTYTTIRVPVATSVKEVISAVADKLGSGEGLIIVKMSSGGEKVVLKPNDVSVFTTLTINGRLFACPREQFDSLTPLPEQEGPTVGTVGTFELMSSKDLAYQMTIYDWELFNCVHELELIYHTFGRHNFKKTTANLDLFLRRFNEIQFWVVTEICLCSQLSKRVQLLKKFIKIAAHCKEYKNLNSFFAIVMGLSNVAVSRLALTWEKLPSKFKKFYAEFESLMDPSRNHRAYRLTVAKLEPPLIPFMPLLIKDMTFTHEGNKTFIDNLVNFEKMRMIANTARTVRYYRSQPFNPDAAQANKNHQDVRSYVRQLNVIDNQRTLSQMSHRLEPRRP
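Nucleotide exchange monitored as fluorescence drop when BODIPY-GDP leaves Rap1B. Reaction: 100 nM EPAC2, 250 nM RAP1B-BODIPY-GDP, 50 uM GDP, room temperature, kinetic read over 30 min. Activity expressed relative to 6.5 mM cAMP.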
PLK1 PBD block: PLK1 (human) polo-box domain binding inhibition; P53350; Plk1 PBD binding of FITC phosphopeptide, fluorescence polarization; Potency, µM, inactives show max response, negative = inhibition, actives largely listed as inhibitors; actives 2.8% (n = 360,000); AID 720504; also: potency is read from the fitted curve at half-maximal effect; series mostly up to about 57 µM; % is scaled to controls: 0 for no effect and ±100 for the full control effect; nearly all actives have a fitted effect of over 65% in size
IL-2 act: IL-2 activation. IL-2 activation reporter assay, cell-based qHTS; stimulated with anti-CD3/CD4/CD28 beads; in transgenic mouse T cells. activation, % (series mostly up to about 46 µM). actives 0.065% (n = 360,000); in the data active = activation above about 50%; inconclusive = mostly about 30% to 49%; also: 0% is about no effect
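First, unstimulated transgenic mouse T cells were exposed to compound for 60 min. Next, anti-CD3/anti-CD4-coated beads with anti-CD28 were added. Finally, after 18 h at 37 degrees C, EGFP and DsRed were imaged.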
PI5P4Ka inh: inhibitors of human PI5P4K alpha; AID 652105; actives 1.2% (n = 330,000); P48426; max response, %; PI5P4Kalpha enzyme, ADP-Glo luminescence, 60 min; stronger effect = lower value; active = max response of -50% or lower; inconclusive = between -30% and -50%; inactive = -30% or higher; also: value at the top dose of about 77 µM; % is scaled to controls: 0 for no effect and ±100 for the full control effect
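Compounds were pin-transferred onto PI5P4Kalpha and substrate in HEPES pH 7.4 buffer with EGTA, CHAPS and 5% DMSO. ATP (5 microM final) started the reaction, which ran 60 minutes at room temperature before ADP-Glo detection.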
Active calls of the source: *; ? = inconclusive; nt = no result given; & = joins results of further samples; [ ] = remark or other dose. Unless noted, calls follow the shape of the dose curve; as a rule, active = well fitted curve in the direction sought with a large enough effect; inconclusive = small, poorly fitted or top-dose-only effect, or another doubt; inactive = no such curve, though single readings can be large; an effect the other way counts as inactive or inconclusive.

SMILES	WRN helicase inh	EPAC1 antag	CCT modulator	EPAC1 agonist	EPAC2 agonist	PLK1 PBD block	IL-2 act	PI5P4Ka inh
Cc1ccc(C(=O)Nc2cccnc2)cc1C	-6%	5%	1.7	11%	9%	-3%	-0.9	-6
CCOc1ccccc1N(C)C(=O)c1nn(-c2ccc(OC)cc2OC)c(=O)c2ccccc12	-2%	-4%	0.7	-7%	-2%	-5%	-3.3	-7
O=S(=O)(Nc1ccc(O)c(Sc2nc3ccccc3s2)c1)c1cccc2ccccc12	-23%	-24%	-1.6	13%	11%	0%	-3.6	-22
Cc1nnc(NC(=O)c2ccc(S(=O)(=O)N3CCCCCC3)cc2)o1	9%	3%	-0.9	0%	1%	-22%	-2.8	0
O=C(C(=O)N1CCN(c2ccc(F)cc2)CC1)c1cn(CC(=O)N2CCOCC2)c2ccccc12	4%	-18%	-2.0	-1%	3%	-11%	-0.2	-7
NS(=O)(=O)c1ccc(N/N=C/c2cn(-c3ccccc3)nc2-c2ccccc2)c([N+](=O)[O-])c1	-6%	-15%	-2.8	-6%	5%	-4%	-1.0	1
O=[N+]([O-])c1ccc(Cl)c(NC2=NCCCCC2)c1	0%	-15%	-2.9	-6%	2%	-4%	2.6	-7
CCN(CC)C(=O)CSc1nnc(-c2c[nH]c3ccccc23)o1	-6%	-8%	-0.4	-1%	4%	-16%	0.6	0
CC1(C(=O)NS(=O)(=O)c2ccc(Cl)s2)CCN1C(=O)Cc1ccccc1Cl (stereo not given)	8%[57.1 µM]	-2%	-1.0	3%	-8%	-5%	2.4	4
O=C(NC1CCCC1)c1ccc(CS(=O)(=O)Cc2ccccc2Cl)o1	-4%	10%	-0.9	-2%	-3%	-8%	-0.8	-6
CCCCC1CC(/C(C)=N/NC(N)=O)OC1=O (stereo not given)	11%	-6%	0.0	10%	-10%	?	2.8	-4
Cc1ccc(NS(=O)(=O)c2ccc(-c3ccc(=O)[nH]n3)o2)cc1Cl	-4%	-3%	-1.8	0%	8%	-19%	-1.2	-2
O=C(c1ccccc1)N1CCN2C(=O)c3ccccc3C12c1ccc(Cl)cc1 (stereo not given)	5%	-16%	-0.3	20%	-7%	-2%	-0.8	-4
COc1ccc(Cl)cc1NC(=O)CCN1CCN(Cc2ccccc2)CC1	1%	-4%	-0.1	-3%	12%	1%	1.9	-2
O=C1NC[C@H](CCCCN2CCN(Cc3ccccc3)C(=O)C2=O)N(Cc2ccccc2)C1=O	-1%	-4%	0.3	-1%	5%	-2%	0.4	-8
CC(C)OCCCNc1ncc2c(n1)CC(c1ccc(N(C)C)cc1)CC2=O (stereo not given)	-7%	-10%	1.3	0%	-1%[15.6 µM]	-3%	-0.3	3
CCOc1ccccc1OCCC(=O)OCC(=O)Nc1c(C)nn(-c2ccccc2)c1C	-6%	-7%	-5.8	0%	3%	-9%	-0.5	2
CCN1CCSc2ccc(C(=O)NCc3ccc(OC(C)C)cc3)cc21	-3%	3%	-0.6	4%	6%	-3%	-2.9	-5
CCOC(=O)c1[nH]c(C)c(/C(O)=C2\C(=O)C(=O)N(CCCN(C)C)C2c2cccnc2)c1C (stereo not given)	-5%	8%	-2.8	2%	-19%	-8%	-0.4	-9
COc1ccc(Oc2nc3c(c(=O)n(C)c(=O)n3C)n2Cc2cccc(OC)c2)cc1	0%	-7%	-4.2	7%	-2%	-2%	0.4	-1
Cc1cc(C)cc(C(=O)/C=C2\NC(=O)CS2)c1	7%	-5%	-2.0	-1%	0%[15.6 µM]	-11%	0.6	3
COc1ccc2oc(=O)c(-c3nnc(NCc4ccco4)s3)cc2c1	?	?	-7.5	1%	9%	-13%	-0.1	-13
COC1CCCCC1NS(=O)(=O)c1ccc(Cl)cc1 (stereo not given)	-4%	-3%	0.3	-5%	8%	-4%	-1.6	3
CC(C)(C)S(=O)N1Cc2cn(Cc3ccccc3)c(=O)cc2[C@@H]1CCO (stereo not given in full)	-8%	-7%	0.3	-4%	0%	-20%	2.1	0
COCc1cc(=O)n2[nH]c(C)c(-c3ccccc3)c2n1	?	-15%	-6.7	8%	8%	-8%	-0.3	2
COc1ccccc1C(CNC(=O)C1CC(=O)N(Cc2ccccc2)C1)N1CCCC1 (stereo not given)	1%	-17%	-2.8	1%	6%	-19%	-0.7	3
Cc1ccc(S(=O)(=O)NC(C)C(=O)Nc2ccc(C(N)=O)cc2)cc1 (stereo not given)	30%	-1%	-1.9	7%	-6%	-17%	-0.9	-2
O=C(CN1C(=O)NC2(CCCCCC2)C1=O)c1ccc(Cl)cc1	-5%	9%	3.3	-13%	5%	2%	0.4	1
Cc1[nH]c2ccccc2c1C(=O)Cn1c(=O)oc2ccccc21	-13%	-6%	-2.4	15%	12%	-11%	0.3	nt
C/C(=N\NC(=O)c1ccc(Br)o1)c1cc2c(cc1NC(=O)CCC(=O)O)OCO2	-8%	13%	0.1	1%	3%	10%	0.6	4
Cc1ccc(OCc2ccc(C(=O)NCC3CCCO3)cc2)cc1 (stereo not given)	7%	-16%	1.2	-9%	-4%	2%	-1.4	1
Cn1cc(-c2ccc(C(=O)Nc3cccc(Oc4ccccc4)c3)c3occc23)cn1	-4%	7%	-1.0	6%	0%	-2%	0.9	-2
COc1ccc(CN(CC(=O)NCC2CCCO2)C(=O)CCC(=O)Nc2cc(C)ccn2)cc1 (stereo not given)	-12%	-13%	-0.9	-2%	17%	-5%	-6.4	4
O=C1COc2ccc(C(=O)c3ccccc3C(=O)O)cc2N1	-5%	7%	0.6	-3%	4%	-2%	0.7	0
COC(=O)c1ccc(OC(=O)c2cccnc2)cc1	-20%[57.1 µM]	-26%	-0.4	-4%	9%	-10%	0.0	0
O=C(CCC(=O)NC1CCN(Cc2ccccc2)CC1)NCc1ccco1	15%	15%	-1.5	0%	-3%	-3%	-1.2	nt
O=S(=O)(c1cccc(C(F)(F)F)c1)N(CCCN1CCOCC1)Cc1cccs1	1%&3%	6%&-7%	-2.7&1.3	-3%&-16%	-2%&-2%	-12%&-12%	1.5&-3.1	2&0
CC(C)C(NS(=O)(=O)c1ccc2c3c(cccc13)C(=O)N2)C(=O)O (stereo not given)	-12%	-23%	0.9	7%	2%	-9%	0.3	-8
COc1ccc(-c2oc(NC(=O)CSc3nncn3C)c(C#N)c2-c2ccc(OC)cc2)cc1	-3%	-8%	-1.4	-8%	-5%	-21%	-2.4	-11
COc1ccc(NC(=O)COC(=O)c2ccc(S(=O)(=O)N3CCCCC3)cc2)c(OC)c1	9%	4%	-0.8	7%	-4%	-12%	-2.2	1
O=C(NC(=S)Nc1cccc(CO)c1)c1ccc(-c2ccccc2)cc1	-8%	-11%	0.7	-8%	2%	-2%	0.0	-3
Cn1nccc1C(=O)N1CCC(Cc2ccccc2)CC1	7%	15%	0.0	-2%	-4%	-2%	0.9	-1
COc1cccc2cc(-c3cn4ccc(C)cc4n3)c(=O)oc12	-5%	-11%	-1.1	-1%	4%	-6%	-2.1	nt
N#Cc1ccc(C(=O)N2CCN(c3ncccn3)CC2)cc1	10%	5%	-4.5	4%	5%	-13%	-5.3	-9
CCOC(=O)N1CCC(NC(=O)c2cc(S(=O)(=O)N3CCc4ccccc43)cn2C)CC1	4%	0%	-1.5	0%	0%	0%	-1.5	nt
CCC(C)(C(=O)NC1CCCC1)N(Cc1cccs1)C(=O)c1ccc2c(c1)OCO2 (stereo not given)	-31%[57.1 µM]	15%	-1.2	12%	9%	0%	1.1	2
CC(=O)Nc1cccc(-c2ccnc3c2CC(C(=O)Nc2cccc(NS(C)(=O)=O)c2)O3)c1 (stereo not given)	4%	-5%	-3.6	1%	4%	2%	0.5	-8
CN(C)C1(CNCC(O)c2ccccc2)CCCCC1 (stereo not given)	5%	-11%	-1.9	4%	0%	3%	0.0	1
O=C(O)CN1C(=O)C(=O)N(Cc2ccc(Cl)c(Cl)c2)C1=O	4%	15%	1.7	5%	10%	0%	-0.8	-7
Cn1c(=O)n(C)c2cc(CNc3ccc(N4CCOCC4)c(C(=O)O)c3)ccc21	-6%	7%	-1.8	7%	10%	-8%	-2.5	nt

Fetched by structure from the entries so far, two records:
SMILES	WRN helicase inh	EPAC1 antag	CCT modulator	EPAC1 agonist	EPAC2 agonist	PLK1 PBD block	IL-2 act	PI5P4Ka inh
O=C(O)CN1C(=O)C(=O)N(Cc2ccc(Cl)c(Cl)c2)C1=O	4%	15%	1.7	5%	10%	0%	-0.8	-7
O=C(NC(=S)Nc1cccc(CO)c1)c1ccc(-c2ccccc2)cc1	-8%	-11%	0.7	-8%	2%	-2%	0.0	-3

Continued:
SMILES	WRN helicase inh	EPAC1 antag	CCT modulator	EPAC1 agonist	EPAC2 agonist	PLK1 PBD block	IL-2 act	PI5P4Ka inh
C=CCN1C(=O)S/C(=C\c2ccc3c(c2)n(C)c(=O)n3C)C1=O	9%	9%	-0.6	5%	-11%	-17%	-3.0	12
CCN(CC)S(=O)(=O)c1ccc(N2CCc3ccccc3C2)nc1	0%	4%	-1.0	-5%	19%	-29%	-5.3	-6
CCOC(=O)N1CCN(S(=O)(=O)c2ccc(C(=O)Nc3nnc(C)o3)cc2)CC1	-9%	?	-1.2	3%	8%	-13%	-2.5	5
COc1ccc(C(=O)NC2CCN(S(=O)(=O)c3ccccc3F)CC2)cc1	0%	8%	-1.5	7%	18%	2%	2.3	-11
COc1ccc(OCC(=O)Nc2ccc3c(c2)OCO3)cc1	-1%	-2%	-1.5	7%	7%	-5%	-0.8	1
Cn1c(CSc2ccccc2)c(C#N)c2ccccc21	-14%	0%	-7.8	20%	6%	-5%	-2.9	nt
Clc1nc(NCc2cccnc2)nc(N2CCOCC2)n1	-10%	-18%	-2.7	-3%	-2%	0%	1.0	2
COc1ccc(CNC(=O)C2CCC(=O)N(C3CCCCCC3)C2)c(OC)c1 (stereo not given)	3%	10%	0.9	8%	5%	-4%	-1.1	-1
O=Cc1ccc(-c2ccccc2C(=O)O)o1	-5%	6%	1.6	-3%	2%	-4%	0.1	13
Clc1ccc(Nc2c3c(nc4ncnn24)CCC3)cc1	3%	0%	0.7	-8%	1%	3%	-0.8	0
O=C(COc1coc(CN2CCN(c3ccccc3F)CC2)cc1=O)NC1CCCCC1	-9%	0%	-3.4	-3%	7%	-3%	0.4	-8
Cc1cc(C)nc(SSc2nc(C)cc(C)n2)n1	5%	3%	-2.5	0%	0%	1.9µM*	-5.5	?

Assay outcomes from PubChem.

This is a subset (hit frequency here may not be typical).
